Bioassay records (PubChem BioAssay)
LGR2 inh: Drosophila LGR2 receptor signaling inhibition. 380,000 tested, 0.35% active. inhibition, % at 9.99 µM. HEK293 LGR2, CRE-luciferase, bursicon-stimulated, 4 h;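 active = drop in luminescence signal, shown as inhibition above about 50% in the replicate tests, limit read from the data, passing the limit was not always enough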;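 note: agonist challenge used bursicon conditioned medium at about half maximal strength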
PGC1a acetyl inh: lowers PGC1a acetylation signal in U2OS cells; inhibition, % at 15.6 µM; 350,000 tested, 0.17% active; AID 651687; AlphaScreen anti-acetyl-lysine; with virally co-expressed GCN5 acetyltransferase;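 active = every replicate shows inhibition of at least 40%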;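 note: 0% = neutral control wells and 100% = positive control wells; some results beyond the cut were filed as inactive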
ARNT TACC3 PPI: disruptors of human ARNT/TACC3 interaction; Q9Y6A5; AlphaScreen His-ARNT PAS-B/GST-TACC3 binding, luminescence; TACC3 fragment carries E629A point mutation; inhibition, % at 9.99 µM; 390,000 tested, 0.66% active;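 active = mean inhibition of replicates at least 50% and at least half of replicates each reaching 50%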;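 note: 0% = complete ARNT plus TACC3 wells and 100% = ARNT alone without TACC3; many hits fall short of the cut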
INS-1E GSIS act: primary screen for activators of insulin secretion dependent on glucose, INS-1E cells, GLuc reporter luminescence | activation, % at 16.6 µM | INS-1E GLuc reporter insulin secretion, 2-3 h | 370,000 tested, 0.61% active;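 active = lowest replicate activation of at least 40%, so every replicate reaches that level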;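 note: 0% = median of neutral control wells and 100% = median of IBMX positive control wells; some compounds called inactive have numbers as strong as hits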
Cneo AK release: causes C. neoformans cell lysis | adenylate kinase release luminescence, 4 h; normalised: neutral wells 0, clomiphene wells 100 | lysis activity, % at 15 µM | 360,000 tested, 0.2% active | AID 651654;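 active = mean lysis activity across replicates of at least 80%, whatever share of replicates individually reach that level; inactive = mean lysis activity below 80%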
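Test system: log-phase Cryptococcus neoformans yeast cells. Input: 5 × 10^6 yeast cells/mL. Medium: fresh YPD growth medium. Doses: single dose. Incubation: static 4 h at 37 °C with compound, 1 h detection. Measured by: luminescent adenylate kinase detection reagent. Read-out: signal increase indicating cell lysis. Benchmarks: Clomiphene.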
PglD DTNB: blocks C. jejuni PglD acetyltransferase activity; purified PglD enzyme, DTNB colorimetric CoA detection; AID 602405; inhibition, % at 12.5 µM; 360,000 tested, 0.098% active; in the data active = inhibition above about 16%, passing the limit was not always enough; note: strong numbers were not always called active
PAX8 inh HTS: lowers PAX8-driven luciferase in RMG-I cells | 360,000 tested, 1.2% active | inhibition, % at 12.6 µM | RMG-I TPO-luciferase reporter, SteadyGlo, 24 h;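 active = mean replicate inhibition at least 60% with every replicate also reaching 60%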;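 note: luciferase light reporting Pax8 driven TPO promoter activity; plate controls were median of neutral control wells for no effect and mitoxantrone controls for full effect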
C2C12 statin: suppression of simvastatin myotoxicity | C2C12 myotubes + simvastatin, ATP luminescence, 48 h; scaled: DMSO 0, geranylgeraniol control 100 | rescue of ATP level, % at 7.49 µM | 330,000 tested, 0.78% active | AID 602340;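 active = mean ATP rescue above about 67%, or every replicate alone reaching that limit, limit read from the data, passing the limit was not always enough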;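 note: myotubes were challenged with 10 µM simvastatin during compound exposure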
* = called active by the depositor; x = not tested or not shown; & = joins results of further samples.

#1 O=c1cccc2n1Cc1cc3ccccc3nc1-2
#2 O=C(NC1CCCCC1)C1CCN(c2cnccn2)CC1
#3 O=C(NCC1CCCO1)c1cc2ccccc2cc1O (configuration not stated)
#4 COc1ccc(CN(C)C(C)C(=O)Nc2cccc3ccccc23)cc1 (configuration not stated)
#5 NS(=O)(=O)c1cc2c(cc1C(F)(F)F)NCNS2(=O)=O
#6 CN(CCCNC(=O)C1CCC(=O)N1Cc1ccccc1Cl)c1ccccc1 (configuration not stated)
#7 C[C@H]1CN([C@@H](C)CO)C(=O)c2cccc(NC(=O)C3CC3)c2O[C@@H]1CN(C)C(=O)Nc1ccc(C(F)(F)F)cc1
#8 CCN(CC)C(=O)c1ccccc1NC(=O)c1cccc(S(=O)(=O)N(CC)CC)c1
screen / no.,1,2,3,4,5,6,7,8
LGR2 inh,-62,x,-34,-1,7,x,-7,-5
PGC1a acetyl inh,1,x,x,-17,22,-7,-1,-8
ARNT TACC3 PPI,-6,-1,0,-15,-3,7,-13,-20
INS-1E GSIS act,x,x,1,-46,5,10,0,-9
Cneo AK release,0,-1,1,x,3,-2,-9,x
PglD DTNB,1,-6,-2,x,0,-3,-1,x
PAX8 inh HTS,-91,-14,-179,23,-10,x,x,-5
C2C12 statin,10,9,-1,6,1,6,-14,-5

#9 CC(C)CC#Cc1ccc([C@H]2[C@H]3CN(C(=O)Nc4ccccc4)CCCCN3[C@H]2CO)cc1
#10 Cc1cccc(NC(=S)N(C)C)c1C
#11 COC(=O)/C(=N/Nc1cccc(C)c1)N1CCCc2ccccc21
#12 N#Cc1cnn(-c2ccccc2)c1NC(=O)CN1CCN(c2ccccc2)CC1
#13 CNS(=O)(=O)c1cc(Cl)ccc1Sc1ccccc1C(=O)O
#14 CCCn1nnnc1NC(=O)c1cc(Cl)ccc1Cl
#15 CS(=O)(=O)N1C[C@@H](O)COC[C@H]2O[C@@H](CC(=O)NCc3ccccc3)CC[C@@H]21
#16 O=C1NCCCC1C(=O)NCCNC(=O)C(F)(F)F (configuration not stated)
screen / no.,9,10,11,12,13,14,15,16
LGR2 inh,1,8,-3,1,x,2,-5,13
PGC1a acetyl inh,1,2,1,6,-11,x,1,-1
ARNT TACC3 PPI,14,-7,-16,x,-2,20,24,3
INS-1E GSIS act,-16,5,14,-10,17,x,3,13
Cneo AK release,0,x,x,0,-2,1,1,0
PglD DTNB,-6,x,x,-5,0,0,-6,-4
PAX8 inh HTS,17,10,8,19,9,-13,-4,x
C2C12 statin,x,6,-2,x,0,x,-12,11

Some of these compounds in order of SMILES length, rising.
#14 CCCn1nnnc1NC(=O)c1cc(Cl)ccc1Cl
#11 COC(=O)/C(=N/Nc1cccc(C)c1)N1CCCc2ccccc21
#15 CS(=O)(=O)N1C[C@@H](O)COC[C@H]2O[C@@H](CC(=O)NCc3ccccc3)CC[C@@H]21
screen / no.,14,11,15
LGR2 inh,2,-3,-5
PGC1a acetyl inh,x,1,1
ARNT TACC3 PPI,20,-16,24
INS-1E GSIS act,x,14,3
Cneo AK release,1,x,1
PglD DTNB,0,x,-6
PAX8 inh HTS,-13,8,-4
C2C12 statin,x,-2,-12

(listing goes on)
#17 CCOc1ccc(NC(=O)CN(C)C(=O)c2ccc3[nH]c4c(c3c2)CC(C)CC4)cc1OCC (configuration not stated)
#18 CCN(CC)CCNC(=O)C1c2ccccc2C(=O)N(C)C1c1cn(C)c2ccccc12 (configuration not stated)
#19 CC(C)CN(C(=O)COC(=O)CCC(=O)c1ccc(Cl)cc1)c1c(N)n(Cc2ccccc2)c(=O)[nH]c1=O
#20 Cc1ccc(-c2csc3ncnc(N4CCN(S(=O)(=O)c5cccs5)CC4)c23)cc1
#21 CCC(C)NS(=O)(=O)c1ccc(F)c(C(=O)Nc2c(F)cc(F)cc2Br)c1 (configuration not stated)
#22 COc1ccc(S(=O)(=O)Nc2ccc(C)cc2)cc1OC
#23 CN(C)CCN(C)C1CN(C2CCCC2)S(=O)(=O)C1 (configuration not stated)
#24 C[C@H](CO)N1C[C@H](C)[C@H](CN(C)C)Oc2ncc(/C=C/c3ccccc3)cc2C1=O
screen / no.,17,18,19,20,21,22,23,24
LGR2 inh,-1,x,1,x,4,x,3,-3
PGC1a acetyl inh,x,-5,x,-16,x,-4,10,4&-9
ARNT TACC3 PPI,1,1,-6,0,-6,-4,x,0&3
INS-1E GSIS act,-14,x,-2,x,-12,x,-3,6
Cneo AK release,-1,2,x,1,x,0,4,6&0
PglD DTNB,3,3,x,-4,x,-1,-1,2&2
PAX8 inh HTS,x,x,17,x,8,x,-13,x
C2C12 statin,3,0,-8,-21,x,x,5,0&5

#25 CC(Oc1ccccc1)C(=O)NC1CCSc2ccccc21 (configuration not stated)
#26 Cc1c(C(=O)N(C)C(C)c2ccccn2)oc2c(F)cccc12 (configuration not stated)
#27 COc1cc(/C=C2\NC(=S)N(C)C2=O)ccc1OCc1cccc(F)c1
#28 CCCNC(=O)Nc1ccc2c(c1)OC[C@@H](C)NC[C@@H](C)[C@@H](OC)CN(C)C2=O
#29 CCc1cccc2c(C(=O)C(NCCOC)c3ccccc3)c[nH]c12 (configuration not stated)
#30 CC(=O)C1C(c2ccc(Cl)cc2)c2c(n[nH]c2C)CC1(C)O (configuration not stated)
#31 Cc1ccc(NC(=O)CC2CS(=O)(=O)CC2CC(=O)Nc2ccc(C)c(C)c2)cc1C (configuration not stated)
#32 CC(=O)N/C(=N\OCc1ccccc1Cl)c1nonc1NC(C)=O
screen / no.,25,26,27,28,29,30,31,32
LGR2 inh,-7,-29,-14,-3,7,16,x,-21
PGC1a acetyl inh,-3,x,-12,x,x,x,x,x
ARNT TACC3 PPI,8,-26,1,2,-10,0,-2,0
INS-1E GSIS act,10,-12,-4,-4,-19,-12,x,x
Cneo AK release,-1,0,0,4,0,2,7,3
PglD DTNB,0,-7,6,3,0,0,4,3
PAX8 inh HTS,6,-31,9,1,17,14,10,-19
C2C12 statin,-2,-1,4,-10,-11,4,-14,-7

#33 COC(=O)c1ccc(NC(=O)c2cccnc2)cc1
#34 O=C(Nc1cccnc1)c1cccc(S(=O)(=O)Nc2cccc(Cl)c2)c1
#35 Cc1ccc(OC(=O)CCN2C(=O)c3ccccc3C2=O)cc1C
#36 O=C(c1cccs1)N1C[C@@H](n2cc(-c3ccc(F)cc3)nn2)[C@H](O)C[C@@H]1c1ccc(Cl)cc1
#37 CC1(C)Cc2c(C#N)c(N3CCOCC3)nc(Cc3ccccc3)c2CO1
#38 O=C(c1ccccc1)N1C[C@@H]2[C@H](c3ccccc31)[C@@H](CO)N2C(=O)Nc1ccccc1Cl
#39 N#CCc1nn2c(-c3ccccc3)ccnc2c1C#N
#40 C[C@@H]1CN([C@H](C)CO)C(=O)c2cc(C3=CCCC3)cnc2O[C@@H]1CN(C)C(=O)c1ccc(F)cc1
screen / no.,33,34,35,36,37,38,39,40
LGR2 inh,-22,0,-8,17,x,-19,4,9
PGC1a acetyl inh,-127,-2,6,-12,-4,6,-25,2
ARNT TACC3 PPI,1,3,8,x,-9,-4,-2,-1
INS-1E GSIS act,17,-37,0,x,x,2,46*,-2
Cneo AK release,0,0,1,0,2,58,3,4
PglD DTNB,11,4,-5,10,3,-1,0,-1
PAX8 inh HTS,-2,32,3,-17,x,16,15,-6
C2C12 statin,2,-4,0,14,-14,10,-5,-10

#41 COC(=O)c1nc(Cl)c(Cl)c(N)c1Cl
#42 Cc1ccc(N=C2S/C(=C\c3cn(CC(=O)O)c4ccccc34)C(=O)N2C)cc1
#43 Cc1c(O)nc(SC2CC(=O)N(c3cc(Cl)cc(Cl)c3)C2=O)[nH]c1=O (configuration not stated)
#44 NC(CSC(c1ccccc1)(c1ccccc1)c1ccccc1)C(=O)O (configuration not stated)
#45 Cc1ccc(N(CC2CO2)S(=O)(=O)c2ccc(C)cc2)cc1 (configuration not stated)
#46 COCC#Cc1cnc2c(c1)C(=O)N([C@H](C)CO)C[C@@H](C)[C@H](CN(C)C(=O)Nc1cccc(F)c1)O2
#47 Cc1ccc(NC(=O)C(c2ccccc2)N2CCN(C(=O)c3ccco3)CC2)cc1 (configuration not stated)
#48 CCOc1ccc(N(CC(=O)NC2CCCCC2)C(=O)CSc2nnc(COc3ccccc3)o2)cc1
screen / no.,41,42,43,44,45,46,47,48
LGR2 inh,19,-12,-2,-12,-36,16,-31,x
PGC1a acetyl inh,x,x,7,-23,-2,-4,x,-1
ARNT TACC3 PPI,-1,16,-1,10,-3,0,-7,-4
INS-1E GSIS act,66,-11,-19,x,21,13,-48,x
Cneo AK release,x,x,-2,x,x,1,0,0
PglD DTNB,x,x,1,x,x,-1,1,-3
PAX8 inh HTS,25,-9,-13,2,6,x,-16,x
C2C12 statin,x,x,-5,x,x,1,4,3

#49 O=C1OCCC1Sc1nc2ccccc2[nH]1 (configuration not stated)
#50 COc1ccc(OC)c(C(c2c(O)nc(SC)[nH]c2=O)c2c(O)nc(SC)[nH]c2=O)c1
#51 COc1cc2nc(C3CCC3)nc(N3CCN(c4ccccn4)CC3)c2cc1OC
#52 Cc1cccc(C)c1NC(=O)COC(=O)c1ccccc1O
#53 CCCC(=O)Nc1ccc2c(c1)OC[C@@H](C)N(C(=O)CN1CCOCC1)C[C@@H](C)[C@H](OC)CN(C)C2=O
#54 COc1ccc(C(=O)Nc2ccc3ncccc3c2)cc1
#55 CC(=O)N1CC[C@@H]2[C@H]1c1cc(-c3ccccc3)ccc1N(C)[C@H]2CO
screen / no.,49,50,51,52,53,54,55
LGR2 inh,17,4,x,2,-3,59*,5
PGC1a acetyl inh,-3,-2,-6,3,9,x,-3
ARNT TACC3 PPI,-3,0,1,32,-16,-2,-4
INS-1E GSIS act,4,0,x,-2,3,-1,14
Cneo AK release,-5,0,-3,3,-3,-8,-7
PglD DTNB,1,-3,-3,3,0,-4,0
PAX8 inh HTS,x,23,x,18,-21,27,24
C2C12 statin,-10,-9,x,2,-7,-16,4

Structures shown so far with an aryl methoxy group (six):
#4 COc1ccc(CN(C)C(C)C(=O)Nc2cccc3ccccc23)cc1 (configuration not stated)
#22 COc1ccc(S(=O)(=O)Nc2ccc(C)cc2)cc1OC
#27 COc1cc(/C=C2\NC(=S)N(C)C2=O)ccc1OCc1cccc(F)c1
#50 COc1ccc(OC)c(C(c2c(O)nc(SC)[nH]c2=O)c2c(O)nc(SC)[nH]c2=O)c1
#51 COc1cc2nc(C3CCC3)nc(N3CCN(c4ccccn4)CC3)c2cc1OC
#54 COc1ccc(C(=O)Nc2ccc3ncccc3c2)cc1
screen / no.,4,22,27,50,51,54
LGR2 inh,-1,x,-14,4,x,59*
PGC1a acetyl inh,-17,-4,-12,-2,-6,x
ARNT TACC3 PPI,-15,-4,1,0,1,-2
INS-1E GSIS act,-46,x,-4,0,x,-1
Cneo AK release,x,0,0,0,-3,-8
PglD DTNB,x,-1,6,-3,-3,-4
PAX8 inh HTS,23,x,9,23,x,27
C2C12 statin,6,x,4,-9,x,-16
